Bcl-xL primary = inhibitors of human Bcl-xL. Q07817. GST-Bcl-xL / FITC-Bim BH3 peptide fluorescence polarization. inhibition, % at 10.9 µM. hit rate 0.7% among 320,000. AID 2129;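 active = inhibition above the mean of all tested compounds plus 3 SD, cutoff set per campaign, cut at about 30% in these data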;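 also: 0% = DMSO wells and 100% = unlabeled Bim-BH3 peptide competitor; inhibitors lower millipolarization by displacing the labeled peptide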
Target sequence (Q07817 whole entry, looked up): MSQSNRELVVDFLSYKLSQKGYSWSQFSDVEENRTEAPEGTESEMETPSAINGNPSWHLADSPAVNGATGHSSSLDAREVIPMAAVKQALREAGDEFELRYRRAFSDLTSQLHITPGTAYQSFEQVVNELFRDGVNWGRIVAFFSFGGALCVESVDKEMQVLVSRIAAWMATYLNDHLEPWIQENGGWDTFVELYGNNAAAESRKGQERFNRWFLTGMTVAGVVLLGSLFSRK
MEX-5 binding = C. elegans MEX-5 TCR-2 RNA binding activity | Q9XUB2 | AID 1832 | hit rate 0.38% among 300,000 | MEX-5/FITC-TCR2 RNA binding, fluorescence polarization; active compounds read low | activity score (negative = inhibition of binding), % at 10 µM;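 active = inhibition past about -25% in most replicates, and total fluorescence under double the plate's negative control median, limit read from the data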;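 also: 0% = DMSO and -100% = 5 µM competing unlabeled TCR2 RNA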
GRK2 aptamer HTS = human GRK2 inhibition via aptamer displacement; hit rate 0.59% among 330,000; bead flow cytometry, FAM-aptamer displacement from GRK2; inhibition of aptamer binding, % at 10 µM;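 active = inhibition of aptamer binding above 40%, roughly 3 SD of noise, on plates passing a quality check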;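 also: median bead fluorescence of bound FAM aptamer so fluorescent compounds give negative values; no value below 0 was filed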
CIT2-GFP yeast = alters CIT2-GFP fluorescence in TOR pathway yeast screen; S. cerevisiae CIT2-GFP strain, flow cytometry, 3 h; 100 means same as DMSO wells; GFP response vs DMSO, % at 10 µM; hit rate 0.065% among 320,000; AID 2029;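 active = GFP response relative to DMSO above a set limit, near the screen mean plus 3 SD, cut at about 150% in these data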;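 also: ratio of well median GFP fluorescence to mean of DMSO wells on the plate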
GLD-1 TGE inh = GLD-1-TGE RNA interaction inhibition (C. elegans) | Q17339 | purified GLD-1 + fluorescein TGE RNA, fluorescence polarization | inhibition, % at 5.96 µM | hit rate 0.44% among 320,000 | AID 2280;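 active = percent inhibition above a per-plate cutoff, the plate mean of test compounds plus 3 SD, cut at about 30% in these data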;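 also: 0% = DMSO wells with GLD-1 and probe and 100% = wells lacking GLD-1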
VLA-4 inh = inhibition in a human VLA-4 binding assay; inhibition, % (about 7 µM as worked out from the volumes in the protocol); hit rate 0.2% among 330,000; VLA-4 expressing cells, ligand binding flow cytometry; P13612; AID 2557; in the data active = inhibition above about 50%
MCL1-BIM inh = disrupts human MCL1 binding to BIM-BH3 peptide; GST-MCL1 / FITC-Bim-BH3 fluorescence polarization; inhibition, % at 10.9 µM; hit rate 0.68% among 320,000;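 active = inhibition above the mean inhibition of all tested compounds plus 3 SD, set per campaign, cut at about 40% in these data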;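 also: 0% = DMSO wells and 100% = unlabeled Bim-BH3 peptide control; higher means more loss of mP so more displacement of Bim peptide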
Target sequence (Q07820 whole entry, looked up): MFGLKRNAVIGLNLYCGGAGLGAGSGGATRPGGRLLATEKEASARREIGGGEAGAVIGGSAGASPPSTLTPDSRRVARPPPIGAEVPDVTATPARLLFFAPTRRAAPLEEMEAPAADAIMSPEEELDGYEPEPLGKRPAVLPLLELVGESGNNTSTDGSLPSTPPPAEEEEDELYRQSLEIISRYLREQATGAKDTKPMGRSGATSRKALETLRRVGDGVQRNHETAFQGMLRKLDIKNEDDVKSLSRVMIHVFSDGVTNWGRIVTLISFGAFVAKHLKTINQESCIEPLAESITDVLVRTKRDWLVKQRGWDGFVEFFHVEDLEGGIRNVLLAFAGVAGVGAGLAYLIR
Yeast superoxide = lowers age-related superoxide in aged yeast cells | S. cerevisiae aged cells, superoxide DHE fluorescence; active compounds read low | superoxide response (% of plate mean), % at 10 µM | hit rate 0.18% among 330,000 | AID 2690;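 active = superoxide response under a set limit, about three screen SD below normal, cut at about 65% in these data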;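 also: yeast aged for seven days with compound at 30 °C before DHE staining; 100% = average MFI of all compound-treated wells on the plate with controls excluded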
AGP1 TOR yeast = yeast TOR pathway AGP1-GFP modulation | S. cerevisiae AGP1-GFP multiplex flow cytometry, 3 h; GFP as percent of DMSO wells | GFP response vs DMSO, % at 10 µM | hit rate 0.02% among 320,000 | AID 2066;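 active = GFP response relative to DMSO above a set limit, near screen average plus 3 SD, cut at about 150% in these data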;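 also: median GFP channel fluorescence of the gated AGP1 strain per well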
* = called active by the depositor; . = not tested or not shown.

mol	Bcl-xL primary	MEX-5 binding	GRK2 aptamer HTS	CIT2-GFP yeast	GLD-1 TGE inh	VLA-4 inh	MCL1-BIM inh	Yeast superoxide	AGP1 TOR yeast
O=[N+]([O-])c1cc(C(F)(F)F)cc([N+](=O)[O-])c1NCCNC(=S)Nc1ccc(Cl)c(Cl)c1	5.0	-1.3	0.0	98.9	6.8	-4.6	2.9	106.0	102.7
COc1ccc2cc(C)c3nnc(SCC(=O)Nc4nc(-c5ccc(F)cc5)cs4)n3c2c1	5.0	-1.9	0.0	104.1	9.2	-22.2	1.5	110.7	101.9
CCc1ccc(N=C2NC(=O)/C(=C/c3cc(OC)c(O)c(OC)c3)S2)cc1	.	-0.7	2.0	103.4	.	-1.0	.	102.0	94.6
CC(=O)Nc1ccc(C(=O)Nc2ccc(S(=O)(=O)NCC3CCCO3)cc2)cc1 (centres undefined)	-0.8	-3.5	0.0	100.0	7.3	15.6	-1.2	110.6	107.3
COC(=O)c1cc(CNC(=O)C(C)NS(=O)(=O)c2ccc(C)c(C)c2)ccc1OC (centres undefined)	0.4	-2.8	2.0	104.5	-3.7	2.7	3.3	114.7	102.6
Cc1nc2ccc(N=NC3=C(O)CC(C)(C)CC3=O)cc2s1	0.7	-3.7	1.0	101.3	-1.7	26.5	-9.4	97.2	98.5
Cc1c(C(=O)O)c(C(=O)O)nc2ccc(N3CCOCC3)cc12	8.3	-19.5	2.0	102.2	0.9	4.7	1.4	103.8	100.1
CC(C)C[C@H](NC(=O)N1CC(=O)Nc2ccccc21)C(=O)N[C@@H](Cc1c[nH]c2ccccc12)C(=O)O	0.9	5.9	0.0	94.5	-4.8	11.4	-0.5	139.9	98.8
CCOC(=O)c1c2ccccc2[n+]([O-])n1CCO	9.9	1.6	1.0	89.4	2.8	-18.9	8.1	94.6	83.5
CC(=O)c1ccc(OCC(C)C)c(CN2CCCCC2)c1	1.4	1.4	0.0	96.8	-4.3	-5.6	-2.0	99.4	95.4
CCCCCCn1c(CN2CCCCC2)nc2c1c(=O)n(C)c(=O)n2C	1.9	-0.8	5.0	107.4	-3.6	-5.3	1.3	90.8	106.2
CCOC(=O)C(C)(C)N(Cc1cccc(C)c1)S(=O)(=O)c1cccc([N+](=O)[O-])c1	-0.3	-2.5	5.0	95.6	8.5	14.5	-4.0	97.2	92.7
CC1(C)Cc2c(cnn2-c2ccccc2)C(NC(=O)C2(C(N)=O)CC2)C1 (centres undefined)	3.8	-0.3	4.0	111.9	3.4	15.0	4.4	101.8	106.5
COc1ccc2c(c1OC)C(=O)OC2CC(=O)c1ccc(O)cc1 (centres undefined)	4.1	-0.5	3.0	106.6	5.0	17.8	5.5	94.8	110.7
O=C(CNc1cccc([N+](=O)[O-])c1)N/N=C/c1ccc(F)cc1	0.2	-1.2	0.0	91.0	1.1	5.2	5.8	108.8	94.3
CCn1c(SCC(=O)N/N=C(/C)c2ccncc2)nc2ccccc21	-8.3	0.6	1.0	96.8	-0.7	-2.3	-3.5	98.2	103.5
COc1ccccc1N=C(C)C1=C(O)COC1=O	0.9	2.4	0.0	99.9	-8.3	0.8	0.7	75.3	101.3
CCOc1ccccc1/C=N/n1nnnc1N	2.0	-1.7	5.0	100.6	14.1	6.9	6.8	104.9	99.5
O=C(N=C1SC2CS(=O)(=O)CC2N1c1ccc(F)cc1)C1CC1 (centres undefined)	6.3	2.5	2.0	105.6	4.8	1.7	5.2	93.1	98.4
CC[C@@]1(C(=O)OC)N[C@H](CN(C)C(=O)c2ccc(F)cc2)[C@@H]2C(=O)N(C)C(=O)[C@@H]21	.	.	2.0	96.6	4.2	20.6	.	88.5	102.7
Cc1ccc(C)c(Cn2c(C)nc3c(sc(=S)n3-c3ccccc3)c2=O)c1	7.2	-2.6	0.0	98.0	8.0	4.6	5.3	98.9	97.9
O=C(CCNC(=O)c1ccccc1Cl)NN=Cc1ccccc1[N+](=O)[O-]	.	.	0.0	92.6	3.0	-0.2	.	121.9	95.5
CNc1nc(CC(C)=O)ns1	6.0	-0.7	4.0	101.6	5.4	1.8	6.2	93.8	97.1
COc1ccc(/C=C/c2onc(C)c2S(=O)(=O)N2CCC(C(=O)N3CCC(C)CC3)CC2)cc1	3.9	0.3	7.0	99.9	7.8	-127.0	4.0	111.8	102.2
CC(C)C(CCN1C(=O)c2ccccc2C1=O)c1ccco1 (centres undefined)	-1.4	1.7	3.0	88.6	6.5	0.8	-6.8	96.3	98.5
O=[N+]([O-])c1ccccc1S(=O)(=O)N1CCN(CC2CC=CCC2)CC1 (centres undefined)	2.5	0.8	0.0	101.3	3.7	0.7	-1.9	106.2	99.7
CCOC(=O)N1CCN(Cc2nc3c(c(=O)n(C)c(=O)n3C)n2Cc2ccccc2)CC1	4.1	-1.1	0.0	99.1	0.3	-8.8	-0.6	88.0	98.8
CCOC(=O)Cn1cnc2c(nnn2-c2ccc(F)cc2)c1=O	3.0	-2.3	5.0	122.2	0.6	10.4	0.2	98.0	107.0
COC(=O)c1cccc(NC(=O)Cc2coc3cc(OC)ccc23)c1	3.3	0.2	1.0	.	2.0	5.2	3.4	102.7	84.5
COc1ccccc1NCC(O)Cn1c2ccccc2c2ccccc21 (centres undefined)	5.9	2.0	0.0	97.7	4.1	19.2	10.7	125.7	109.0
CS(=O)(=O)c1ccc2nc(NC(=O)CCN3C(=O)c4ccccc4C3=O)sc2c1	4.8	-2.5	0.0	97.9	-3.2	0.1	3.3	99.0	97.4
O=C1C=C(c2ccc(Br)c3ccccc23)C[C@@H](c2ccc3c(c2)OCO3)C1	4.6	.	0.0	100.2	1.7	4.5	1.1	108.7	103.5
O=C(N/C(=C\c1cccnc1)C(=O)N1CCC(O)CC1)c1ccccc1	3.9	1.6	0.0	99.3	-2.8	6.5	7.0	118.8	106.3
O=C(c1ccc(NS(=O)(=O)c2ccc(F)cc2)cc1)N1CCCCC1	-2.8	0.8	0.0	90.0	-0.9	6.9	-7.3	98.0	107.9
CN(Cc1ccccn1)C(=O)c1ccc2nc(Cc3cccc(Cl)c3)oc2c1	4.7	-3.6	1.0	98.5	-3.5	-5.7	-1.9	135.3	100.4
O=C(CN(C(=O)c1csnn1)c1ccc(Cl)cc1)NCc1ccc2c(c1)OCO2	1.0	-0.3	2.0	106.2	1.3	3.5	3.3	105.0	106.8
C=CCn1c(NCc2ccccc2OC)nc2ccccc21	-1.3	-0.9	4.0	99.1	1.3	8.2	7.0	96.4	102.8
COc1ccc(OCCNC(=O)c2ccccc2Cl)cc1	-1.6	1.2	1.0	95.3	-1.7	12.8	-6.0	64.2*	90.5
O=C1Nc2ccccc2/C1=C/c1ccc([N+](=O)[O-])cc1	0.2	0.2	3.0	93.8	1.0	-2.6	-5.3	90.6	90.8
CCOC(=O)c1ccc2c(c1)[nH]c(=S)n2CC	-31.8	2.7	3.0	88.0	3.6	0.0	-19.1	97.9	88.1
OCCC1CN(CC2CC2)CCN1Cc1ccc(F)c(F)c1 (centres undefined)	1.1	4.1	0.0	103.5	0.2	-0.9	5.7	97.9	101.6
COc1ccc(-n2ncc3c2CC(C)(C)CC3NC(=O)C2CCN(C(C)=O)CC2)cc1 (centres undefined)	2.9	.	3.0	108.0	-2.0	-4.9	-0.1	103.9	103.3
Cc1ccccc1NC(=O)C(=O)NCc1ccccn1	2.4	-1.0	0.0	100.5	6.9	.	7.7	96.0	94.9
O=C(c1ccc2[nH]c(=O)c(=O)[nH]c2c1)N1CCc2ccccc2C1	2.6	0.6	4.0	102.4	-8.3	-12.4	-5.5	99.6	94.0
COc1ccc(OC)c(/C=C(\C)C(=O)c2c(C)cc(C)[nH]c2=O)c1	-4.8	1.0	0.0	99.1	7.1	4.2	-10.5	104.1	102.2
NC(=O)CC(NC(=O)c1ccccc1)c1ccc(N2CCN(c3ccccn3)CC2)c([N+](=O)[O-])c1 (centres undefined)	6.0	-3.2	2.0	65.6	6.8	-1.1	1.3	100.0	78.0
CCC1SC2=NC(C)=C(C(=O)OCCOC)C(c3ccc(C(=O)OC)cc3)N2C1=O (centres undefined)	5.4	-3.1	1.0	93.9	2.8	2.6	5.1	97.0	100.0
COc1ccc(C2Nc3ccccc3C(=O)N2Cc2ccccc2)cc1OC (centres undefined)	3.1	-0.9	0.0	90.3	-0.5	3.4	-1.3	145.7	92.4
Nc1c(C(=O)NCCN2CCOCC2)c2nc3ccccc3nc2n1-c1cccc(F)c1	-2.0	0.5	3.0	85.9	-2.2	10.1	-2.8	106.3	105.0
Cc1ccc(C(=O)CSc2nnnn2-c2ccccc2)o1	-10.2	2.5	1.0	99.2	1.6	9.0	-3.7	86.9	100.6
Nn1c(SCC(=O)Nc2ccc3c(c2)OCO3)nnc1-c1ccccc1	-1.1	1.7	0.0	107.2	8.2	2.2	-2.5	96.3	87.9
CCOc1ccc(NC(=O)CN(C)C(=O)c2cc(S(=O)(=O)N3CCCCCC3)ccc2OC)cc1OCC	3.1	2.5	9.0	93.9	-1.9	-36.7	3.5	83.9	107.8
C[C@]12CS(=O)(=O)C[C@H]1SC(=S)N2c1ccccc1	-2.3	-1.3	0.0	86.0	5.9	17.1	6.9	103.3	100.7
Cc1nc(SCC(=O)NCC2CCCO2)c2c(C)c(C)sc2n1 (centres undefined)	.	.	0.0	90.5	1.5	9.9	.	107.0	104.1
